ssDAF-12 act: S. stercoralis DAF-12 activation, primary screen | hit rate 1% among 370,000 | activation, % at 6.8 µM | HEK293 ssDAF-12/GRIP1 lit1-tk-luc reporter, luminescence; % of 3 µM dafachronic acid response;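 active = activation above the mean over all tested compounds plus 3 SD, cut at about 0.9% in these data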;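 also: 0% = DMSO-only wells and 100% = 3 µM delta7-dafachronic acid wells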
hgDAF12 agonist: hgDAF-12 agonism, primary luciferase screen. activation, % at 6.8 µM. HEK293 GAL4-hgDAF12 UAS-luciferase reporter, agonist luminescence; normalized to butyrate control. AID 687014. hit rate 1.8% among 370,000;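 active = activation above a cutoff set at the mean of all screened compounds plus 3 SD, cut at about 10% in these data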;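 also: 0% = DMSO wells and 100% = sodium butyrate wells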
FXN GAA850 act: increases GAA850 frataxin promoter reporter activity. HEK293 lucGAA850 FXN promoter luciferase reporter, 24 h; percent of 10 µM SAHA response. AID 540364. activation, % at 6 µM. hit rate 0.56% among 360,000;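 active = activation above the average of all compounds screened plus 3 SD, cutoff fixed separately per campaign, cut at about 7.5% in these data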;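 also: 0% = DMSO wells and 100% = 10 µM SAHA wells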
DAX1 inh-1: inhibitors of DAX1 repression of SF-1 activated StAR promoter | HEK293T StAR-luciferase reporter, SF-1/DAX-1 repression relief | AID 652010 | hit rate 1.1% among 370,000 | inhibition, % at 6.8 µM;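 active = inhibition above the mean over all tested compounds plus 3 SD, cut at about 3.6% in these data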;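 also: 0% = DAX-1 cells with DMSO and 100% = cells lacking DAX-1 with DMSO; higher inhibition means more luminescence from relief of DAX-1 repression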
ADAM17 inh: ADAM17 inhibition, QFRET primary screen; hit rate 0.83% among 370,000; AID 720648; recombinant ADAM17, EDANS/DABCYL FRET peptide cleavage; inhibition, % at 6.95 µM; P78536;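 active = inhibition above the mean of compounds lying between control limits plus 3 SD, set per campaign, cut at about 8.5% in these data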;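 also: 0% = DMSO-only wells as the low control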
PLCg1 inh: blocks human PLC-gamma1 enzyme activity; P19174; purified PLC-gamma1, fluorogenic substrate, fluorescence; inhibition, % at 12.2 µM; hit rate 0.84% among 370,000; AID 720700; in the data active = inhibition above about 9.5%
hcDAF-12 act: activates DAF-12 receptor from parasite H. contortus; hit rate 1.4% among 370,000; HEK293 hcDAF-12 lit1-tk-luc reporter, luminescence; 0% DMSO, 100% Δ7-dafachronic acid; AID 652067; activation, % at 6.8 µM;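 active = activation above the mean of all tested compounds plus 3 SD, cut at about 5.5% in these data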;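 also: 100% = response to 3 µM Δ7-dafachronic acid high control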
sPLA2-III inh: Blocks human group III sPLA2 activity. Q9NZ20. QFRET BODIPY PC-A2 liposome hydrolysis, fluorescence. inhibition, % at 12.2 µM. hit rate 0.56% among 370,000;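 active = inhibition above mean plus 3 SD of compounds lying within the high and low control bounds, cut at about 19% in these data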;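 also: 0% = median of test compound wells and 100% = no enzyme DMSO wells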
DAX1 inh-2: inhibitors of human orphan nuclear receptor DAX1 (NR0B1); P51843; HEK293 Gal4-DAX1 luciferase reporter, luminescence; inhibition, % at 6.75 µM; hit rate 0.99% among 340,000; AID 504766;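 active = inhibition above the mean over all tested compounds plus 3 SD, cut at about 4.2% in these data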;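 also: 0% = DAX1-transfected cells with DMSO and 100% = empty-vector control cells with DMSO; inhibition shows as a rise in luminescence from relieved DAX1 repression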
PLC-beta3 inh: blocks human PLC-beta3 enzyme activity; Purified PLC-beta3, fluorogenic substrate, fluorescence; inhibition, % at 12.2 µM; hit rate 0.18% among 370,000; in the data active = inhibition above about 11%;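 also: 0% = median of compound wells on plate and 100% = full blocker control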
Target sequence (Q01970 whole entry, looked up): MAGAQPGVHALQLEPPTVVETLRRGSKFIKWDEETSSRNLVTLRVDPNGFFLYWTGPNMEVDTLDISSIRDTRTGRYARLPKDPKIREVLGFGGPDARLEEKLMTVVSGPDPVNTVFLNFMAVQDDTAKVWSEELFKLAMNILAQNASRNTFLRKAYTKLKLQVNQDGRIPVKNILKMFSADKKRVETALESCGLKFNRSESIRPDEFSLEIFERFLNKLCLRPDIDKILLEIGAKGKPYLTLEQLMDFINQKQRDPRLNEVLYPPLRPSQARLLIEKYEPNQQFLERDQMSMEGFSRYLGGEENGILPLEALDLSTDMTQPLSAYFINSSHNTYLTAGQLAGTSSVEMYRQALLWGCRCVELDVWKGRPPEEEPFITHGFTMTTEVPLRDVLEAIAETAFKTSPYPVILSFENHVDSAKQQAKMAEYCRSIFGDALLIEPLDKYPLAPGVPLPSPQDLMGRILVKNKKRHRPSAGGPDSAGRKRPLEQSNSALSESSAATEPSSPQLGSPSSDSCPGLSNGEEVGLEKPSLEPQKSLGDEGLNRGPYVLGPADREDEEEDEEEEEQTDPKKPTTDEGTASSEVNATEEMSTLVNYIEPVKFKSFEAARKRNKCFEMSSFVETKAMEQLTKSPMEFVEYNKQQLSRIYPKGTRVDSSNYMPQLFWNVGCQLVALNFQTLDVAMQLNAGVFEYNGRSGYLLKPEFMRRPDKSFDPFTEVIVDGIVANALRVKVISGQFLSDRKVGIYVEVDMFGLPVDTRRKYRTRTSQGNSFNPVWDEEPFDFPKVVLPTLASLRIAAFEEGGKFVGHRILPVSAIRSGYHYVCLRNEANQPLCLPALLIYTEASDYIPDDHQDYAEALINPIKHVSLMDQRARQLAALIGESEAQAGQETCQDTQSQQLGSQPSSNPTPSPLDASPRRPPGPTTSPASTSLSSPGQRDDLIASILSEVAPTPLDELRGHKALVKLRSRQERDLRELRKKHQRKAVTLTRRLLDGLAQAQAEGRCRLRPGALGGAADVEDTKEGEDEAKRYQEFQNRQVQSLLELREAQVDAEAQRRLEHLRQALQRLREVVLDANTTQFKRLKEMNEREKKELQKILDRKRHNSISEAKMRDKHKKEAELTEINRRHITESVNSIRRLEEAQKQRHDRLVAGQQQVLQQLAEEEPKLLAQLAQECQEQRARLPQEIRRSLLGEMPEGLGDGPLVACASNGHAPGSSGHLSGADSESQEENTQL
ADAM10 inh: ADAM10 inhibition, QFRET primary screen; O14672; inhibition, % at 7 µM; hit rate 0.62% among 370,000; recombinant ADAM10, EDANS/DABCYL FRET peptide cleavage, 3 h; AID 720582;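 active = inhibition above a per-campaign cutoff equal to the mean of compounds falling between control-based bounds plus 3 SD, cut at about 20% in these data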;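 also: 0% = DMSO wells while the 100% control is not disclosed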
* marks the source's active call; other numbers are inactive results; / = not tested or not shown.

SMILES	ssDAF-12 act	hgDAF12 agonist	FXN GAA850 act	DAX1 inh-1	ADAM17 inh	PLCg1 inh	hcDAF-12 act	sPLA2-III inh	DAX1 inh-2	PLC-beta3 inh	ADAM10 inh
O=S1(=O)C[C@H]2NC(=S)N(c3ccccc3)[C@H]2C1	-1.6	-2.5	0.5	-0.2	-4	-1	-0.3	9	-1.4	1	7
O=C(NCCC1=CCCCC1)C1CCCN(S(=O)(=O)c2cccnc2)C1 (centres undefined)	-1.4	0.3	1.1	0.8	-1	0	-1.9	-3	-2.0	6	0
CC1CCCC(NC(=S)Nc2ccc(SC(F)F)cc2)C1C (centres undefined)	-0.9	0.8	0.3	-0.2	5	0	-1.2	-2	-0.2	-1	8
Cc1cc(C)cc(NC(=O)c2ccc([N+](=O)[O-])o2)c1	-2.4	-11	-0.5	-4.1	1	0	-3.1	-5	/	0	-1
CCCn1c(=O)c(C(=O)NNS(=O)(=O)c2ccc(Cl)cc2)c(O)c2ccccc21	-0.1	0.8	4.2	0.3	0	2	0.0	-14	0.3	1	6
COc1ccc(S(=O)(=O)NCCc2c[nH]c3ccccc23)cc1OC	-0.4	-0.6	-0.2	-0.9	-2	-2	2.9	-90	1.5	-4	0
Cc1cccc(C(=O)OCC(=O)N2CCCC2=O)c1[N+](=O)[O-]	-1.1	-0.3	-0.9	0.8	-2	-2	0.5	0	1.1	-6	-10
CC(C)(C)c1ccc(C(=O)O/N=C(\N)c2ccccc2)cc1	-2.7	-15	-14	-2.5	-1	6	-7.8	-2	-3.2	-2	5
COc1ccc(N=C2S/C(=C\c3ccc(Cl)c([N+](=O)[O-])c3)C(=O)N2CCN(C)C)cc1	-1.7	-1.2	1.8	-0.7	6	1	-1.1	-6	2.1	-3	6
COc1ccc(OC)c(NC(=O)CSc2nnc(C3CCCCC3)o2)c1	-1.9	-3.8	-1.3	0.3	-6	-2	0.8	1	-0.7	-7	-7
O=C(CSc1oc(-c2ccco2)nc1S(=O)(=O)c1ccccc1)NCC1CCCO1 (centres undefined)	-1.5	-1.9	-0.9	-0.3	-4	-9	-1.4	5	-0.5	-14	-2
Cc1cccc(NC(=O)c2ccc([N+](=O)[O-])s2)c1C	-1.2	-5.2	0.7	-2.0	3	5	0.0	2	-1.8	1	7
N#Cc1nc(Nc2cccc(Cl)c2)c2ncn(C3CCCC3)c2n1	-1.1	3.1	-3.2	0.4	-7	-15	0.0	12	3.3	-17	-14
Cc1ccc(S(=O)(=O)NCC(=O)Nc2ccc(C(F)(F)F)cc2)cc1	-1.4	0.6	0.7	-0.7	-2	-3	-1.7	-26	1.2	4	1
O=c1ccc(N=Nc2ccccc2)ccc1O	-0.3	3.6	1.9	0.0	-1	2	3.5	11	-0.1	-4	2
S=C1SC2(CCCCCC2)NC2=C1CCCCC2	-1.8	-4.9	1.4	-2.4	-4	3	-2.5	19*	-0.6	0	-8
CC(=O)c1ccc(N2CCN(C(=O)CCN3C(=S)NC(C)(C)CC3C)CC2)cc1 (centres undefined)	-0.5	-2.8	1.1	1.4	-2	-2	-0.9	7	-0.2	-9	-1
Cc1ccc(/C=N/N2CCN(Cc3ccccc3)CC2)o1	-1.8	3.1	2.5	-0.2	-3	-1	1.9	1	-0.3	-1	-9
O=C(CN1CCCCC1)N/N=C/c1ccc(Cl)cc1Cl	-0.3	1.6	0.5	0.8	2	1	0.4	-8	-0.7	-3	-3
O=C(NCc1ccc2c(c1)OCO2)C1CCCN1C(=O)Nc1ccc(F)cc1 (centres undefined)	-1.4	-1.2	-2.3	-0.5	5	4	0.2	6	-0.3	-3	15
O=C(/C=C/c1ccccc1)Nc1ccc(CN2CCOCC2)cc1	-0.8	4.8	4.2	1.1	-3	1	2.2	8	0.8	2	2
Cc1ccc(C)n1-c1nnc(N2CCC(C(=O)NCCCN3CCN(C)CC3)CC2)s1	-0.8	5.4	1.8	0.4	-3	-9	0.4	-1	-3.0	-24	-15
O=C(CCNC(=O)c1ccc(Br)cc1)NCc1cccnc1	-0.6	1.4	0.5	1.3	-5	3	-1.4	1	-0.1	-10	-7
CCCCOCCO	-0.7	-1.0	0.1	0.8	-2	2	-0.3	-2	0.1	-5	-5
CCCCc1c(-c2ccccc2OC)ncn1Cc1ccc(OC)c(Cl)c1	-1.3	-3.7	/	-2.8	2	5	-1.8	-4	/	-12	-11

4 of these compounds, set out differently:
Screens in order – ssDAF-12 act	hgDAF12 agonist	FXN GAA850 act	DAX1 inh-1	ADAM17 inh	PLCg1 inh	hcDAF-12 act	sPLA2-III inh	DAX1 inh-2	PLC-beta3 inh	ADAM10 inh
CC1CCCC(NC(=S)Nc2ccc(SC(F)F)cc2)C1C (centres undefined)
→ -0.9	0.8	0.3	-0.2	5	0	-1.2	-2	-0.2	-1	8
Cc1cccc(NC(=O)c2ccc([N+](=O)[O-])s2)c1C
→ -1.2	-5.2	0.7	-2.0	3	5	0.0	2	-1.8	1	7
Cc1cc(C)cc(NC(=O)c2ccc([N+](=O)[O-])o2)c1
→ -2.4	-11	-0.5	-4.1	1	0	-3.1	-5	/	0	-1
O=C(NCc1ccc2c(c1)OCO2)C1CCCN1C(=O)Nc1ccc(F)cc1 (centres undefined)
→ -1.4	-1.2	-2.3	-0.5	5	4	0.2	6	-0.3	-3	15

(listing goes on)
SMILES	ssDAF-12 act	hgDAF12 agonist	FXN GAA850 act	DAX1 inh-1	ADAM17 inh	PLCg1 inh	hcDAF-12 act	sPLA2-III inh	DAX1 inh-2	PLC-beta3 inh	ADAM10 inh
COc1cccc(/C=C2\SC(=S)N(N3C(=O)CCCC3=O)C2=O)c1	-1.1	0.1	1.1	0.4	-2	-4	-0.8	-2	5.7*	-2	2
Cc1c(C(=O)C(=O)NCc2cccs2)c2ccccc2n1C	-1.3	-0.1	0.4	-1.2	-2	8	-2.5	8	-1.0	-6	-2
Cn1c(N)c(C(=O)CSc2nnc(N)s2)c(=O)n(C)c1=O	-0.2	4.1	0.5	-0.3	-4	4	1.0	13	0.1	-5	-9
COC(=O)C1=C(C)N(Cc2cccc(C(F)(F)F)c2)C(=NCc2ccc(C(F)(F)F)cc2)NC1c1ccccc1C(F)(F)F (centres undefined)	-1.1	0.3	/	-0.5	-1	-3	1.0	-5	/	5	-5
COC(=O)c1c(NC(=O)c2ccoc2C)sc2c1CCC2	0.0	1.2	1.1	-0.6	-3	-13	0.1	-1	1.3	-18	-11
Cc1cc(C)c(S(=O)(=O)NCC2CCC(C(=O)NCc3ccc4c(c3)OCO4)CC2)c(C)c1 (centres undefined)	-1.3	-1.3	0.1	-0.6	-1	3	0.8	-14	-0.2	-4	7
CC(C)NC(=S)NNc1ncnc2sc3c(c12)CC(C)(C)OC3	-1.5	0.2	-0.4	0.1	-3	0	-0.8	2	/	-5	0
CC1CCc2nc(NC(=O)c3ccc(N4C(=O)CCC4=O)cc3)sc2C1 (centres undefined)	-0.7	0.2	0.9	-0.5	-1	-4	-0.2	-12	0.0	-16	5
CCCCC1S/C(=N/N=C/c2ccco2)NC1=O (centres undefined)	-0.3	0.1	0.3	-0.2	-2	2	-1.1	-6	-0.5	4	-3
Cc1ccc(-c2nn(CC(=O)NC(C)c3ccccc3)c(=O)c3ccccc23)cc1 (centres undefined)	-1.5	2.6	-1.9	0.1	-3	6	0.0	0	-1.1	2	2
CC(=O)c1ccc(N2CCN(C(=O)Nc3ccc(Cl)cc3)CC2)cc1	-2.0	-4.9	0.7	-1.0	-3	-7	-4.0	-3	-0.7	-15	-12
COCCNC(=O)C1CC(c2ccc([N+](=O)[O-])cc2)=NO1 (centres undefined)	-1.0	0.2	0.4	-0.2	-3	0	-0.7	3	2.0	-4	-1
CN(CCc1ccccc1)C(=O)c1cccc(NC(=O)Cc2cccc(NC(=O)C3CCCN(C(=O)C4CCC4)C3)c2)c1 (centres undefined)	-0.9	-1.9	-0.3	-1.3	0	0	-2.7	-10	-2.1	2	-2
O=C(Nc1ccccc1)Nc1ccc(C(=O)N2CCOCC2)cc1	-0.4	7.5	-1.0	1.5	-8	-1	1.2	2	0.3	2	-14
CC(=O)c1c(C)n(-c2ccc(C)cc2)c2ccc(O)cc12	-1.2	-1.8	-0.6	0.4	0	5	-0.1	-4	-0.9	2	5
CCN(CC)C(=O)C1CCCN(Cc2ccc(N(C)C)cc2)C1 (centres undefined)	-1.3	2.2	-0.6	-0.5	-2	10*	0.2	2	1.5	-2	-6
CCOc1ccc(NC(=S)N2CCN(c3ccc(N4CCOCC4)nn3)CC2)cc1	-1.1	-1.0	2.9	-0.4	-58	-134	-1.0	8	-0.5	-148	-249
CC(O)CNCCCOc1ccc(Cl)cc1C(C)(C)C (centres undefined)	-1.3	-1.4	-3.7	1.1	-3	12*	-0.8	0	-0.9	1	11
C=C1c2cc(C)ccc2NC(=O)N1c1ccc(C)cc1	-0.6	1.2	-0.2	0.1	-13	-8	-1.1	-5	-0.4	-7	-28
O=C(Nc1ccc(Cl)cc1)c1ccc(-n2cccn2)c([N+](=O)[O-])c1	-1.8	1.5	1.8	-0.4	-5	-2	4.2	3	-1.5	1	2
COCCCNC(=O)CCn1c(=O)c2ccccc2n(CC(=O)NCCc2ccc(OC)c(OC)c2)c1=O	-1.8	-2.0	3.2	-0.4	-2	4	-2.2	4	3.1	0	2
COc1ccc(CC(=O)Oc2ccccc2C)cc1S(=O)(=O)N1CCOCC1	-1.6	1.1	1.9	1.5	-1	3	0.0	-9	0.2	-7	1
COc1ccc(-c2nnc3ccc(SC)nn23)cc1	-1.4	-3.9	3.5	1.2	-1	-57	-1.6	-2	0.6	-87	3
COc1ccc(-c2n[nH]c(=S)n2C2CCCCC2)cc1	-1.4	0.3	1.5	0.0	-2	1	-2.1	19	0.1	0	3
CCN(C(=O)CSc1nnc(C)n1-c1ccccc1)C1CCS(=O)(=O)C1 (centres undefined)	-1.4	0.0	2.5	-0.1	-1	4	0.4	-2	-0.6	-2	-3
CCc1noc(C)c1C(=O)OCC(=O)c1ccccc1OC	-0.9	-1.1	1.4	-0.1	0	-2	-1.5	0	-0.2	-10	-7
CC1(C)Cc2c(sc3c2c(=O)n(-c2cccc(Cl)c2)c(=O)n3CC(N)=O)CO1	-0.9	-1.5	0.6	-0.4	-4	1	-1.4	19	-0.1	-7	-16

Exported with values under each structure: entries from further up
Second line of a record: ssDAF-12 act	hgDAF12 agonist	FXN GAA850 act	DAX1 inh-1	ADAM17 inh	PLCg1 inh	hcDAF-12 act	sPLA2-III inh	DAX1 inh-2	PLC-beta3 inh	ADAM10 inh
CCCCC1S/C(=N/N=C/c2ccco2)NC1=O (centres undefined)
 : -0.3	0.1	0.3	-0.2	-2	2	-1.1	-6	-0.5	4	-3
CC(=O)c1ccc(N2CCN(C(=O)Nc3ccc(Cl)cc3)CC2)cc1
 : -2.0	-4.9	0.7	-1.0	-3	-7	-4.0	-3	-0.7	-15	-12
CCN(CC)C(=O)C1CCCN(Cc2ccc(N(C)C)cc2)C1 (centres undefined)
 : -1.3	2.2	-0.6	-0.5	-2	10*	0.2	2	1.5	-2	-6

High-throughput results from PubChem.
